# TEAD-YAP block = TEAD-YAP interaction inhibition, primary screen, TEAD-YAP interaction inhibitor project, luminescence, HEK-TIYL cells; TEAD-Gal4/YAP UAS-luciferase luminescence; inhibition, % at 9.12 µM; hit rate 1.4% among 640,000; in the data active means inhibition above about 32%;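 further: 0% = median of test compound wells and 100% = reference inhibitor wells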
# GPR151 ag = activators of human GPR151, primary screen, cell-based, PathHunter beta-arrestin, luminescence; hit rate 1% among 650,000; PathHunter beta-arrestin GPR151 cells; AID 1508602, 2020; activation, % at 11.2 µM; in the data active means activation above about 4.9%;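 further: 0% = median of compound wells and 100% = cells with positive control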
# Target sequence (Q8TDV0 whole entry, looked up): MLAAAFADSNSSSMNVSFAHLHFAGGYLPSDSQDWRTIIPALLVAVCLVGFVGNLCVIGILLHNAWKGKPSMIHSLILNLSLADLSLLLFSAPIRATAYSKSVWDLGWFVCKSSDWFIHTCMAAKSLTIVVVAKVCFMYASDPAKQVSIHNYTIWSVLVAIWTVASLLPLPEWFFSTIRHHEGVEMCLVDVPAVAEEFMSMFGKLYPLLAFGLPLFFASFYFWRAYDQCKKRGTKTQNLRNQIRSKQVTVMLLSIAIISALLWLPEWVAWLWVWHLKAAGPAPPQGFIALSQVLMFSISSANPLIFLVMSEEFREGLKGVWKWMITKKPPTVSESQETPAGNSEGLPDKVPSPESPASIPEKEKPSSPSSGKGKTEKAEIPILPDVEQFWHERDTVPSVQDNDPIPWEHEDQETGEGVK
# MITF inh = MITF inhibitors, primary screen, biochemical, AlphaScreen, human. Microphthalmia-associated transcription factor (Homo sapiens), O75030. AlphaScreen MITF homodimerization, bead proximity signal. inhibition, % at 2.6 µM. hit rate 0.91% among 650,000; in the data active means inhibition above about 50%;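 further: 0% = vehicle wells with protein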
# Target sequence (O75030 whole entry, looked up): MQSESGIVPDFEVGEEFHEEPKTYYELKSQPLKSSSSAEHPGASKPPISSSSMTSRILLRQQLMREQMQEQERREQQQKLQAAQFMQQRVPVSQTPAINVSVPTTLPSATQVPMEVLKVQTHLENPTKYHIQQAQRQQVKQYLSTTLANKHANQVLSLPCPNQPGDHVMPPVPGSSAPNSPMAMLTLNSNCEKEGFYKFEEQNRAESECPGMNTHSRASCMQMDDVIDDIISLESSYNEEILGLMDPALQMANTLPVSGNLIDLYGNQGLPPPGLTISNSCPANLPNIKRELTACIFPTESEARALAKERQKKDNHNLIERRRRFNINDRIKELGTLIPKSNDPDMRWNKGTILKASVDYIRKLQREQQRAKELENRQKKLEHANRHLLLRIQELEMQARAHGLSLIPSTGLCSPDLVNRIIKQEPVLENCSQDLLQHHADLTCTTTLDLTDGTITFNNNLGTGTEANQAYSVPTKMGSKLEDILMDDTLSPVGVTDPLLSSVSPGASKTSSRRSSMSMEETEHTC
# FBW7 activator = FBW7 E3 ligase activators, primary screen, biochemical, AlphaScreen, human; AlphaScreen FBW7–phospho-cyclin E peptide binding, activator screen; normalized activity (activation), % at 26.1 µM; hit rate 0.13% among 650,000; AID 1259310, 2017; in the data active means normalized activity above about 1.9%;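 further: purified mutant Fbw7 with reduced substrate affinity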
# * marks the source's active call; other numbers are inactive results; & = joins results of further samples.
# Screens in order: GPR151 ag	FBW7 activator	MITF inh	TEAD-YAP block
1) Cc1cc(Nc2ccc(I)cc2)n2ncnc2n1
  0.3	-0.2	-5	-6
2) CN(C)S(=O)(=O)c1cccc(COC(=O)/C=C/c2ccc3ccccc3n2)c1
  -0.6	-0.1	-3	-2
3) NC(=O)c1ccsc1NC(=O)c1cccs1
  0.6	-0.2	2	-21
4) NC(=O)CSc1nnc2c(n1)CCCC2
  0.4	-0.2	4	1
5) O=C(NNC(=O)C1CC1c1ccccc1)Nc1cccc(Cl)c1 (stereo unspecified)
  2.4	-0.2	-1	5
6) CCC1CCCCN1C(=O)C1=CC(c2ccco2)=NS(=O)(=O)N1C (stereo unspecified)
  -0.2	-0.1	-9	1
7) O=C(Nc1ccc(Oc2ccc(NC(=O)c3cnccn3)cc2)cc1)c1cnccn1
  -0.6	0.1	17	11
8) Cc1nnc(NC(=O)CSc2nnc(-c3ccncc3)n2C)s1
  -0.9	0.1	19	1
9) O=C(NCCSc1c[nH]c2ccccc12)c1ccccc1[N+](=O)[O-]
  1.5	0.0	0	2
10) COc1ccc(-c2nc3n(c2C)CCC3)cc1
  -3.3	0.0	-12	-15
11) O=C(Nc1cccc2ccccc12)c1ccc(C(F)(F)F)cc1
  1.4	-0.2	-13	1
12) Cc1cc(OC(=O)C2CCCC2)c([N+](=O)[O-])c(=O)[nH]1
  0.8	0.0	3	-3
13) Cc1cccn2c(NC(C)C)c(-c3ccccc3O)nc12
  -0.2	-0.1	3	-3
14) COCCCN1C(=O)CC(CC(=O)N2CCN(C(C)=O)CC2)(c2ccccc2Cl)C1=O (stereo unspecified)
  0.7	-0.1	3	5
15) COc1cc(C2Nc3ccccc3-c3nnc(SCc4ccc(C)cc4)nc3O2)ccc1OCC(=O)O (stereo unspecified)
  0.3	-0.2	10	6
16) COc1ccc(CCNC(=O)CS(=O)Cc2nc(-c3ccccc3)oc2C)cc1OC (stereo unspecified)
  0.7	-0.3	4	3
17) Cc1c(N/C(=N\S(=O)(=O)c2ccccc2)c2ccccc2)c(=O)n(-c2ccccc2)n1C
  1.0	-0.2	-12	8
18) Cc1c(C(=O)N/N=C/c2cccc(I)c2)nnn1-c1nonc1N
  1.3	-0.1	8	5
19) COc1cccc(NC(=O)CN2C(=O)CC(c3ccccc3)Sc3ccccc32)c1 (stereo unspecified)
  -2.0	-0.1	4	-2
20) COc1ccc(-c2nc(NCc3ccccc3)c3ncn(-c4ccsc4)c3n2)cn1
  -0.4	0.1	3	4
21) CNC(=S)NNC(=O)CSCc1cccc(C)c1
  -0.9	0.6	12	-5
22) CCOC(=O)c1oc2ccccc2c1NC(=O)c1ccc([N+](=O)[O-])s1
  1.6	-0.1	5	24
23) Cc1cccc(NCC(=O)N/N=C/c2ccc(Br)cc2)c1
  -0.8	-0.1	-4	-12
24) CC(C)CCN1CCNC(=O)C1CC(=O)NCCc1ccc(OC(C)C)cc1 (stereo unspecified)
  0.3	0.2	32	11
25) Cc1ccc(-c2nc(S(=O)(=O)c3ccc(Cl)cc3)c(NCc3ccccc3)o2)cc1
  -0.3	0.1	11	0
26) COc1ccc(C(=O)/C=C/Nc2ccccc2)cc1OC
  0.3&-0.2	-0.1&-0.1	1&6	-65&-57
27) CCn1c2ccccc2c2cc(/C=C3/C(=O)N(c4nc(-c5ccc(C)cc5)cs4)N=C3c3ccc([N+](=O)[O-])cc3)ccc21
  4.8	0.1	15	6
28) CCSCCOC(=O)C1=C(C)NC2=C(C(=O)CC(c3ccc(OC)cc3)C2)C1c1ccc(F)cc1 (stereo unspecified)
  2.4	0.1	-13	5
29) Cc1ccc2sc(-c3ccc(NC(=O)c4ccc(Cl)cc4)cc3)nc2c1
  -1.4	0.2	5	25
30) CN1C(=O)c2ccc(N3C(=O)c4cccc([N+](=O)[O-])c4C3=O)cc2C1=O
  5.2*	0.1	6	2

# Sorted by formula weight (smallest number first): three of the compounds above
# Screens in order: GPR151 ag	FBW7 activator	MITF inh	TEAD-YAP block
13) Cc1cccn2c(NC(C)C)c(-c3ccccc3O)nc12
  -0.2	-0.1	3	-3
23) Cc1cccc(NCC(=O)N/N=C/c2ccc(Br)cc2)c1
  -0.8	-0.1	-4	-12
2) CN(C)S(=O)(=O)c1cccc(COC(=O)/C=C/c2ccc3ccccc3n2)c1
  -0.6	-0.1	-3	-2

# (more compounds)
# Screens in order: GPR151 ag	FBW7 activator	MITF inh	TEAD-YAP block
31) CC1=NN2C(=N)/C(=C/c3cccs3)C(=O)N=C2S1
  0.5	0.8	8	-2
32) O=C(CN1C(=O)C(=O)c2ccccc21)c1ccccc1
  2.1	0.0	11	-1
33) COc1cccc(-n2nnc3c(=O)n(CC(=O)OCc4ccccc4)cnc32)c1
  -0.2	0.6	-1	-2
34) COc1ccc(-c2noc(CNC(=O)c3ccccc3Br)n2)cc1
  -1.4	-0.1	-1	9
35) Cc1cccc(OCCC(=O)NNC(=O)C(C)C)c1
  -0.8	0.3	-2	5
36) COC(=O)C1=C(C)NC2=C(C(=O)CC(c3ccccc3)C2)C1c1ccc(C)cc1 (stereo unspecified)
  2.5	0.6	8	3
37) Cc1ccccc1-c1nnc(C2CCN(S(=O)(=O)Cc3ccccc3)CC2)o1
  0.8	0.1	11	2
38) CSc1cccc(CN2CCN3C(=O)[C@@H](C)NC(=O)[C@H]3C2)c1
  -1.3	-0.1	9	-4
39) Cc1ccccc1C(=O)Nc1nccs1
  -2.4	0.0	14	-39
40) CC(NC(=O)c1ccccc1NC(=O)c1ccccc1F)c1ccccc1 (stereo unspecified)
  -0.2	0.0	-4	8
41) COc1cc(/C=C2/NC(=O)N(CC(=O)Nc3ccc(C)cc3)C2=O)ccc1OCC(N)=O
  0.6	0.0	-1	8
42) CCOc1ccc(C2CC(c3cccc(C)c3)n3ncnc3N2)cc1 (stereo unspecified)
  0.4	-0.1	11	16
43) CC(C)(C)c1ccc(C(=O)Nc2cccc(NC(=O)c3cc([N+](=O)[O-])ccc3Br)c2)cc1
  -1.8	0.2	-6	-5
44) CC(C)CCN1CCN(Cc2cccc(-n3cccn3)c2)CC1CCO (stereo unspecified)
  0.2	0.0	-1	0
45) COc1cc2c(cc1OC)C(C(=O)N1CCCC(C)C1)C1c3ccccc3CCN1C2=O (stereo unspecified)
  -1.3	1.3	23	-2
46) Cc1c(C(=O)NCc2ccccn2)oc2ccc3c(c12)C(=O)CC(C)(C)O3
  -0.1	-0.3	4	-40
47) Cc1onc(-c2ccccc2Cl)c1C(=O)Nc1ccc(C(=O)Nc2ccc(O)cc2)cc1
  0.0	-0.1	-2	19
48) CCC1CCC(C(=O)NC(CCSC)C(=O)Nc2ccc(OC)cc2)CC1 (stereo unspecified)
  0.2	-0.1	-3	-25
49) CC(C)c1ccc(NC(=O)CSc2nc3cc4c(cc3c(=O)n2CCC2=CCCCC2)OCO4)cc1
  5.9*	-0.2	-4	4
50) Cc1ccc(CNC(=O)CSc2ccccc2)cc1
  0.5	-0.1	4	-35
51) Cc1cc(CN2CCOCC2)cc(C)c1O
  0.5	0.0	3	4
52) C/C(=N\NC(=O)c1ccc(Br)o1)c1cccnc1
  -1.1	0.8	11	-37
53) CC(C)n1c(N2CCN(c3ccccn3)CC2)nc2c(NCCO)ncnc21
  0.4	-0.2	-11	-7
54) CCCCC(C(=O)Nc1ccc(C)cc1C)N1C(=O)c2cc(Cl)c(Cl)cc2C1=O (stereo unspecified)
  -0.1	-0.3	5	-1
55) CS(=O)(=O)N(CC(=O)NC1CC2CCC1C2)c1cccc(C(F)(F)F)c1 (stereo unspecified)
  0.1	-0.1	1	-1
56) C[S+](C)c1c(-c2ccccc2)nc2ccccn12
  3.1	-0.3	9	-7
57) O=C(Nc1cc(Cl)ccc1Cl)c1ccc(S(=O)(=O)N2CCOCC2)cc1
  2.5	0.0	-3	5
58) CC(=O)Nc1ccc(S(=O)(=O)Nc2nc3ccc(Br)cc3s2)cc1
  -1.1	0.1	15	5
59) O=C(Cn1cc2c(n1)CCCCC2)NCCCN1CCCC1=O
  0.7	0.6	12	-3
60) COc1ccccc1OCC(=O)OCc1c(C)noc1C
  2.0	-0.1	0	-2

# Some of the entries so far, bar-delimited.
no. | canonical_smiles | GPR151 ag | FBW7 activator | MITF inh | TEAD-YAP block
33 | COc1cccc(-n2nnc3c(=O)n(CC(=O)OCc4ccccc4)cnc32)c1 | -0.2 | 0.6 | -1 | -2
28 | CCSCCOC(=O)C1=C(C)NC2=C(C(=O)CC(c3ccc(OC)cc3)C2)C1c1ccc(F)cc1 (stereo unspecified) | 2.4 | 0.1 | -13 | 5
24 | CC(C)CCN1CCNC(=O)C1CC(=O)NCCc1ccc(OC(C)C)cc1 (stereo unspecified) | 0.3 | 0.2 | 32 | 11
56 | C[S+](C)c1c(-c2ccccc2)nc2ccccn12 | 3.1 | -0.3 | 9 | -7
3 | NC(=O)c1ccsc1NC(=O)c1cccs1 | 0.6 | -0.2 | 2 | -21
10 | COc1ccc(-c2nc3n(c2C)CCC3)cc1 | -3.3 | 0.0 | -12 | -15
12 | Cc1cc(OC(=O)C2CCCC2)c([N+](=O)[O-])c(=O)[nH]1 | 0.8 | 0.0 | 3 | -3

# (cont.)
# Screens in order: GPR151 ag	FBW7 activator	MITF inh	TEAD-YAP block
61) Cc1nnc2ccc(SCC(=O)NCC3(c4ccccc4)CCOCC3)nn12
  -0.6	-0.1	-4	-10
62) C=CCn1c(=O)c2ccccc2n(Cc2nc(-c3ccc(Cl)c(F)c3)no2)c1=O
  2.8	-0.1	-13	8
63) CCC1(C)NC(C(=O)O)Cc2c1[nH]c1ccccc21 (stereo unspecified)
  -1.9	0.6	22	7
64) CCOC(=O)C1=C(C)NC2=C(C(=O)CC(C)(C)C2)C1c1cccc(OC)c1 (stereo unspecified)
  0.2	0.0	-1	-2
65) CC(=O)Oc1ccc(/C=C2N=C(/C=C/c3ccc(Cl)cc3Cl)OC\2=O)c(OC(C)=O)c1
  -0.3	0.0	3	1
66) CCOC(=O)c1c(NC(=O)C(C)Sc2nnc(CNC(=O)Cc3ccccc3)n2-c2ccccc2OC)sc2c1CCCC2 (stereo unspecified)
  -0.3	0.1	-14	4
67) CC(C)n1c(Nc2cccc(N(C)C)c2)nc2c(Nc3ccccc3)ncnc21
  -1.1	0.0	12	-15
68) COC(=O)c1ccc2c(=O)n(CCC(C)C)c(=S)[nH]c2c1
  -1.7	0.7	19	1
69) COc1ccc(C(=O)c2sc3nc(C)c(Cl)c(C)c3c2N)cc1
  0.5	0.6	10	8
70) CCN1CCCC1CNC(=O)CN1N=C(c2ccccc2)Cn2c(cc3ccccc32)C1=O (stereo unspecified)
  -0.5	-0.1	12	-10
71) O=C(CN1C(=O)NC(c2ccccc2)(c2ccccc2)C1=O)Nc1ccc2c(c1)OCCO2
  -0.2	0.8	-5	3
72) COc1ccc(N2CCN(C(CNS(=O)(=O)c3ccc(F)cc3)c3ccco3)CC2)cc1 (stereo unspecified)
  0.3	0.2	10	-7
73) Cc1nc(N2CCC(C(=O)N3CCCC(c4ccccc4)C3)CC2)nc2ccccc12 (stereo unspecified)
  -0.6	0.3	-13	1
74) Cc1ccc(C)c(N2CCN(Cc3nnnn3Cc3ccc4c(c3)OCO4)CC2)c1
  1.9	0.0	13	-13
75) Cc1cccc(N2CCN(C(=O)c3ccc4c(c3)NC(=O)C(CS(=O)(=O)Cc3c(F)cccc3Cl)N4)CC2)c1C (stereo unspecified)
  2.8	-0.1	3	12
76) CCOC(=O)c1cc([N+](=O)[O-])sc1NC(=O)c1ccc(S(=O)(=O)N2CC(C)OC(C)C2)cc1 (stereo unspecified)
  -0.6	-0.2	-1	-5
77) CCC1Sc2ccccc2N(CC(=O)NCCc2ccc(OC)c(OC)c2)C1=O (stereo unspecified)
  -1.1	0.2	12	5
78) CCCCc1nnc(NC(=O)C2CC(=O)N(c3ccc(C)cc3)C2)s1 (stereo unspecified)
  0.1	0.1	-20	1
79) CCC(=O)Nc1nn2c(-c3ccc(OC)cc3)nnc2s1
  0.0	0.2	7	-5
80) CC(=O)N1CCN(Cc2cnc(Oc3ccc(I)cc3)s2)CC1
  1.6	0.2	2	19
81) CCOc1ccc(C2C(C(=O)OC)=C(C)NC3=C2C(=O)c2ccccc23)c(OCC)c1 (stereo unspecified)
  2.1	-0.1	6	4
82) CSC1=NC(=Nc2cccc(C)c2)C2(CCCCC2)N1c1ccc(I)cc1
  0.6	-0.1	-9	1
83) CCC(C)SCc1nc2ccccc2[nH]1 (stereo unspecified)
  -0.1	-0.1	2	-19
84) O=C1c2cccc([N+](=O)[O-])c2C(=O)N1c1cccc(Cl)c1Cl
  -0.4	0.0	15	5
85) NNC(=O)COc1ccccc1OCCOCCOc1ccccc1OCC(=O)NN
  -0.5	-0.1	-2	7
86) O=C(c1ccccc1)N1CCN(c2nc(-c3ccc([N+](=O)[O-])cc3)cs2)CC1
  -1.5	0.4	16	-6
87) Cc1cc(NS(=O)(=O)c2ccc(NC(=O)c3cc(Cl)ccc3[N+](=O)[O-])cc2)no1
  -1.1	-0.3	-6	-5
88) O=C(Oc1ccccc1)c1ccc(N2C(=O)c3cccc([N+](=O)[O-])c3C2=O)cc1
  0.3	1.8	18	4
89) COc1ccc(CCNC(=O)CCCn2c(SCC(=O)NCc3ccccc3)nc3cc4c(cc3c2=O)OCO4)cc1OC
  -0.7	0.1	0	-3
90) Cc1cnc(N2CCC(N3CCOCC3)CC2)nc1Nc1ccc(N2CCOCC2)cc1
  -1.2	0.8	3	-8
91) CN1C(=O)C(=Cc2cn(CC(N)=O)c3ccccc23)C(=O)N(C)C1=O
  0.7	0.2	7	-1
92) COc1cc(C(=O)NC(C)(C)C)cc(OC)c1C
  -0.6	-0.1	7	3
93) CCCCC(=O)N1c2ccccc2NC2=C(C(=O)CCC2)C1c1ccc([N+](=O)[O-])cc1 (stereo unspecified)
  2.5	0.0	3	4
